High-throughput results (PubChem BioAssay)
NR2E3 ag: inhibitors of NR2E3-RetCOR corepressor binding, primary screen, NR2E3 agonist project, biochemical, TR-FRET, GST-NR2E3, biotin-RetCOR. Photoreceptor-specific nuclear receptor (Homo sapiens), Q9Y5X4. 1536-well. inhibition of corepressor binding, % at 4.78 µM. AID 2300, 2010. 320,000 tested, 0.12% active;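 active = percent inhibition above the cutoff of mean plus 3 SD of all tested compounds, set per screening campaign, cut at about 20% in these data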;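 note: 0% = DMSO wells and 100% = biotin wells as full block of FRET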
Target sequence (Q9Y5X4 whole entry, looked up): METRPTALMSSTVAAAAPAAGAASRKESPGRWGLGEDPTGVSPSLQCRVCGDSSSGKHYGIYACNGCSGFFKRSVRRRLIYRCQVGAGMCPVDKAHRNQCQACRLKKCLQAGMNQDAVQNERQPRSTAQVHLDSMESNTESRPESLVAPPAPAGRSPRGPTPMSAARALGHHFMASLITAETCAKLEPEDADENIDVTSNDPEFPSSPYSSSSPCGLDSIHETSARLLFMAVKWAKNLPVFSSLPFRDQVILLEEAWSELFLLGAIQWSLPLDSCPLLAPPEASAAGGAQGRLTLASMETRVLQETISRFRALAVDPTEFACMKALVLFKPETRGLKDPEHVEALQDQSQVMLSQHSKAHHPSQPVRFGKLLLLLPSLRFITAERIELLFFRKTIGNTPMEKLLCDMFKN
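Assay system: NR2E3–RetCOR corepressor complex. Quantity: 1.35 nM GST-NR2E3. Buffer or medium: pH 7.5 Tris-based buffer. Reagent: biotinylated RetCOR corepressor at 7 nM final. Schedule: 5 h at 4 °C. Detection: TR-FRET, emission read at 617 and 671 nm. Replicates: one well per compound, singlicate testing.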
The depositor's hits bear a star. Not all compounds are listed (hit frequency here may not be typical).

SMILES | NR2E3 ag
CCOC(=O)C1=C(c2ccccc2)NC(=S)NC1c1ccc(Cl)c([N+](=O)[O-])c1 (configuration not stated) | -1
Cc1ccc(-n2nc(C)c3c(=O)[nH]c(C(F)(F)F)nc32)cc1 | 3
O=C(NC1CCCCC1)NC1CC2CCC(C1)N2C(=O)NCc1ccccc1 (configuration not stated) | 4
COc1ccc(/C=C/C(=O)OCC(=O)Nc2cc3oc4ccccc4c3cc2OC)cc1 | 0
Cc1ccccc1OCC(=O)NCC(=O)N/N=C/c1cccc([N+](=O)[O-])c1 | 0
CC1(NC(=O)CC[N+](C)(C)CCO)CS(=O)(=O)CC1S(=O)(=O)[O-] (configuration not stated) | 9
CCn1cc(CNC(=O)CCSc2nc(-c3ccco3)cc(C(F)(F)F)n2)cn1 | -2
COC(=O)C1=C(C(=O)OC)[C@@H]2N(C)c3ccc(OC)cc3[C@@]23C[C@@H](C(=O)OC)N(C(=O)NCCBr)C3=N1 | 0
Cc1sc(/N=C/c2c(O)ccc3ccccc23)c(C#N)c1C | 5
CCN(CC)c1ccc2cc(/C(N)=N/NC(=O)c3cccs3)c(=O)oc2c1 | 0
OC[C@H]1O[C@@H](Oc2cc(O)cc(/C=C/c3ccc(O)cc3)c2)[C@H](O)[C@@H](O)[C@@H]1O | -7
CCCCn1c(=O)[nH]c(=O)c2c1nc(-c1ccc(-c3ccc(F)cc3)o1)n2C | 1
CCOC(=O)c1ccc(N2C(=O)CC(NC3CCN(C(=O)c4cccc(Cl)c4)CC3)C2=O)cc1 (configuration not stated) | 3
C[C@@H]1NC(=O)c2cc([N+](=O)[O-])cc(I)c2OCC[C@@H](C(=O)NC(CC(=O)O)C(N)=O)NC(=O)[C@H](CC(N)=O)NC1=O (some centres not stated) | 5
Cc1cccc(CN2CCN(CCCc3ccccc3)CC2)c1 | -2
Cc1ccn(C(=O)c2cc3ccccc3oc2=O)n1 | -1
Cc1ccc(OCC(=O)n2cnnc2N)c(C)c1 | 4
O=C(NCc1ccncc1)C(=O)NCC(c1ccccc1)c1ccccc1 | -1
NS(=O)(=O)c1ccc(CNC(=O)/C=C/c2c(Cl)cccc2Cl)cc1 | 1
C#CCOCCOCCOCCNc1nc(N2CCN(C(=O)[C@H]([C@@H](C)CC)n3cc([C@@H](N)Cc4ccc(O)cc4)nn3)CC2)nc(N2CCN(C(=O)[C@H](CCCCN)n3cc([C@@H](N)CO)nn3)CC2)n1 | -2
COc1ccccc1NC(=O)C1C2C=CC(O2)C1C(=O)O (configuration not stated) | 0
CC1=C(C(=O)OCc2ccccc2)C(c2ccc(-c3ccccc3)cc2)NC(=O)N1CCCC(=O)O (configuration not stated) | 0
C/C(CCN1CCc2nc(-c3ccccc3)c(-c3ccccc3)cc2C1)=N\OC[C@@H](C)[C@H](OCc1ccccc1)C(C)C | 1
COc1cc(-c2c(-c3cc(OC)c(OC)c(OC)c3)noc2C)ccc1F | 5
O=C1N[C@@H](Cc2cn(S(=O)(=O)c3ccc(F)cc3)c3ccccc23)C(=O)N[C@H]1Cc1ccccc1 | 3
C=C(C)C(=O)Nc1cccc(C2=NOC3(C2)C[C@@H](C(N)=O)N(C(=O)c2ccc(Cl)cc2)C3)c1 (some centres not stated) | -59
CN1CCN(C(c2ccc(C(F)(F)F)cc2)c2cc(Cl)c3cccnc3c2O)CC1 (configuration not stated) | 4
Cc1ccc(Cl)cc1NC(=O)COC(=O)c1ccc(COc2ccc3c(C)cc(=O)oc3c2)cc1 | 1
CC[C@H](C)[C@@H](C(=O)NCCCCCCCCCCC(=O)N1CCN(C(=O)OC(C)(C)C)CC1)n1cc(CCCCN=C(NC(=O)OC(C)(C)C)NC(=O)OC(C)(C)C)nn1 | 1
O=C(Nc1nc2ccc(SC(F)F)cc2s1)c1ccc2c(c1)S(=O)(=O)c1ccccc1C2=O | -1
Cc1ccc(S(=O)(=O)NC(CCc2ccccc2)CC(=O)C(C)(C)C)cc1 (configuration not stated) | -1
O=C1/C(=C/c2cccs2)SC(=S)N1C1CCS(=O)(=O)C1 (configuration not stated) | -2
O=C1CCCCC1C(O)c1ccc(Cl)cc1 (configuration not stated) | 0
COC(=O)c1c(C)[nH]c(C(=O)N2CCN(c3ccc(OC)cc3)CC2)c1C | 2
CCS(=O)(=O)NCc1ccc2[nH]c3c(c2c1)CCCC3 | -3
Cn1c2ccccc2c(=O)c2c(=O)n(Cc3ccco3)c(-c3ccc(C(C)(C)C)cc3)nc21 | 4
C(=N\Nc1nc(N2CCOCC2)nc(N2CCOCC2)n1)/c1ccco1 | 0
O=C1CN(CC(=O)N2CCOCC2)c2ccccc2O1 | -2
CC(C)Oc1ccccc1C1CC(=O)Nc2c1c(=O)n(C)c(=O)n2C (configuration not stated) | 2
CCCCn1c(=O)c2c(c3ccccc31)OCC(=O)N2 | -2
COC(=O)c1ccccc1OCCCOc1ccc(C)cc1OC | 2
Cc1noc(C)c1S(=O)(=O)N1CCC(C(=O)N2CCN(C3CCCC3)CC2)CC1 | 4
CC(COc1ccccc1Cc1ccccc1)N1CCCCC1 (configuration not stated) | 0
CCCCn1c(=N)n(CC(=O)c2ccc([N+](=O)[O-])cc2)c2ccccc21 | 2
CCOC(=O)c1ccc2c(c1)C1C=CCC1C(C(=O)O)N2 (configuration not stated) | 9
CC1(C)CC(=O)C(N=Nc2cc(S(=O)(=O)N3CCOCC3)ccc2Cl)=C(O)C1 | 2
O=C(NC1CCCCC1)C(c1ccc(Cl)cc1)N(C(=O)c1ccccn1)c1cccnc1 (configuration not stated) | 2
Cc1nc2n(n1)C(O)c1cc([N+](=O)[O-])ccc1S2 (configuration not stated) | -4
O=C1C(Cc2ccccc2)Nc2ncnc(N3CCc4ccccc4C3)c2N1Cc1ccc(Br)cc1 (configuration not stated) | 0
Cc1cc(C)nc(-n2nc(C)cc2NC(=O)c2cccc(S(=O)(=O)N(C)C)c2)n1 | 2
Cc1ccc(N2NC3(CCN(C(N)=O)CC3)NC2=O)cc1 | 3
CCn1cc(C(=O)O)c(=O)c2cnc(N3CCN(C(=S)NC(=O)c4ccc(Br)cc4)CC3)nc21 | -2
Cc1cc(C)c2nc(C)cc(Nc3ccc(C(=O)N(C)C)cc3)c2c1 | -3
COc1ccc(C)cc1NC(=S)NC12CN3CN(CN(C3)C1)C2 | -2
Cc1nc(C)c(/C(O)=C/c2nc3ccc([N+](=O)[O-])cc3oc2=O)o1 | -5
COC(=O)c1ccc(C23CC4(C2)[C@H](CN(Cc2cccnc2)[C@@H]4c2ccccc2)C3c2ccc(C(F)(F)F)cc2)cc1 (some centres not stated) | 3
COc1cc(/C=N/Nc2ccccc2)ccc1OC(=O)c1cccs1 | -1
Cc1ccc(S(=O)(=O)c2cc3c(=O)n4ccccc4nc3n(Cc3ccco3)c2=N)cc1C | 0
CC1(c2ccccc2)ON(c2ccccc2C(F)(F)F)C1=O (configuration not stated) | 2
CC1(C)O[C@H]2OC([C@H](O)CON3C(=O)c4ccccc4C3=O)[C@H](O)[C@H]2O1 (some centres not stated) | 5
(cont.)
SMILES | NR2E3 ag
CN(Cc1cc([N+](=O)[O-])c2cccnc2c1O)C1CCCCC1 | -2
O=c1c2c(nc3n1CCS3)c1cc(F)ccc1n2Cc1cc(=O)n2cc(Cl)ccc2n1 | 2
CC(=O)c1ccc(NC(=S)N2C(C)CCCC2C)cc1 (configuration not stated) | -4
Cc1cc(NC(=O)CSc2ccc(-c3ccc4c(c3)OCO4)nn2)no1 | 3
Cc1cc(C(=O)CCl)c(C)n1CCc1ccccc1 | -4
Cc1nc(SCc2ccccc2F)c2cnn(-c3ccccc3)c2n1 | -3
Nc1nc(N)c2nc(CNc3ccc(C(=O)NC(CCC(=O)O)C(=O)O)cc3)cnc2n1 (configuration not stated) | -2
CCOc1ccc(C2C(C(=O)c3cccs3)=C(O)C(=O)N2CCCn2ccnc2)cc1 (configuration not stated) | -4
O=C(/C=C/c1ccc2c(c1)OCO2)Nc1nc(-c2ccc(F)cc2)cs1 | 1
CC(C)C(=O)c1cc2c(cc1NC(=O)Nc1cccc3ccccc13)OCCO2 | 0
CCc1ccc2nc3sc(C(=O)N4CCc5ccccc54)c(N)c3cc2c1 | 4
CC(C)c1cc(-c2cc(C(=O)Nc3ccccc3)on2)nc(NCC2CC2)n1 | 5
CCCCn1c(=O)[nH]c(=O)c2c1nc(-c1ccc(CC)c([N+](=O)[O-])c1)n2C | -7
COC(=O)CCC(=O)OC1(C)C(=O)C2=CN(CC(C)C)C(c3ccc(OC)cc3)=CC2=C(Br)C1=O (configuration not stated) | -1
c1ccc2c(c1)-c1cccc3c1c-2cc1ccccc13 | 25*

With a hit mark in NR2E3 ag, of those listed so far:
SMILES | NR2E3 ag
c1ccc2c(c1)-c1cccc3c1c-2cc1ccccc13 | 25*

(list continues)
SMILES | NR2E3 ag
CC(Cc1ccccc1)(NC(=O)CN)c1ccccc1 (configuration not stated) | 2
COc1ccc(C(=O)NC(=S)NNC(=O)c2cccc(C)c2)cc1 | 5
CN(C)CCCNCC(=O)NN(c1ccccc1)c1ccccc1 | -2
O=C(/C=C/c1ccccc1)NC1CC2CCCC(C1)N2Cc1ccccc1 (configuration not stated) | 2
O=C(/C=C\c1ccc2c(c1)OCO2)Nc1nnc(SCC(=O)OCc2ccccc2)s1 | 0
CCOC(=O)c1cc(-c2ccc(C)c([N+](=O)[O-])c2)nc2c1c(=O)n(C)c(=O)n2C | -1
CCOC(=O)N1CCN(C(=O)CSc2nnc(-c3ccc(Cl)s3)o2)CC1 | 0
COC(=O)CCC(=O)OC1(C)C(=O)C2=CN(C(CO)CO)C(c3ccc(OC)cc3)=CC2=C(Br)C1=O (configuration not stated) | 0
[O-][n+]1c2c(nc3c1-c1ccccc1C3O)CCCC2 (configuration not stated) | -2
COc1cc(OC)c(-c2nnc3n(CCc4ccccc4)c(=O)c4ccccc4n23)cc1OC | 0
C/C(=N/O)c1ccc(N2C(=O)C3C4C=CC(C3C2=O)C2C3C(=O)N(c5ccc(/C(C)=N/O)cc5)C(=O)C3C42)cc1 (configuration not stated) | -3
O=C(O)c1cc(-c2ccccc2)nc2nc(N3CCCCC3)sc12 | 3
CC(=O)N[C@@H](C)c1nc2ccccc2n1CCNC(=O)[C@H]1CCCN1c1nc(CN2CCCCC2)cs1 | 1
COCCN1C(=O)N[C@H](c2cccc(C(F)(F)F)c2)C(C(=O)OC)=C1C | -2
COc1ccc(CNS(=O)(=O)c2ccccc2Br)cc1 | -3
CCOC(=O)C(NC(C)=O)(N1CCOCC1)C(F)(F)F (configuration not stated) | 0
CC(C)c1nc(CN(C)C(=O)N[C@H](C(=O)N[C@@H](Cc2ccccc2)C[C@H](O)[C@H](Cc2ccccc2)NC(=O)OCc2cncs2)C(C)C)cs1 | 4
COC(=O)C1C(=O)c2c([nH]c(C(=O)OCCOC(C)C)c2C)CC1C (configuration not stated) | 3
COC(=O)CCCC1=CC2=CC(=O)C(C)(OC(=O)c3cnc4ccccc4n3)C(=O)C2=CO1 (configuration not stated) | -4
O=C(COC(=O)/C=C/c1ccc(Br)o1)Nc1ccccc1F | -2
COC(=O)C1=C(C)N(Cc2ccco2)C(=O)N[C@H]1c1ccc(Br)cc1 | 2
O=S(=O)(c1ccccc1)N1N=C(c2ccccc2)CC1c1ccco1 (configuration not stated) | 4
O=C(Nc1ccc(-c2nnn(CC(=O)N3CCN(C(=O)c4ccco4)CC3)n2)cc1)c1ccccc1F | 2
COc1ccccc1-c1nc(SCC(=O)NCC2CCCO2)c2c(=O)n(C)c(=O)n(C)c2n1 (configuration not stated) | -3
CCCNC(=O)OC[C@H]1O[C@H](CCO/N=C/[C@@H](OC)[C@H](C)/C=C/CC(=O)OC)C=C[C@@H]1Oc1ccc(OC)cc1 | 3
COCCn1c(-c2ccccc2)nc2c(c(=O)c3ccccc3n2C)c1=O | -5
COc1cccc([C@@H]2Oc3ccc(OC)cc3C(=O)[C@H]2OC(=O)Nc2cc(OC)c(OC)c(OC)c2)c1 | 2
N/C(=N\c1nc(CSc2nnnn2-c2ccccc2)cc(=O)[nH]1)Nc1ccccc1 | 0
COc1ccc(OC)c(CC(NC(C)=O)C(=O)NC2CCN(c3cc(C)nc4ncnn34)CC2)c1 (configuration not stated) | 4

Entries from the list above with a Cl atom, in the order listed:
SMILES | NR2E3 ag
CCOC(=O)C1=C(c2ccccc2)NC(=S)NC1c1ccc(Cl)c([N+](=O)[O-])c1 (configuration not stated) | -1
CCOC(=O)c1ccc(N2C(=O)CC(NC3CCN(C(=O)c4cccc(Cl)c4)CC3)C2=O)cc1 (configuration not stated) | 3
NS(=O)(=O)c1ccc(CNC(=O)/C=C/c2c(Cl)cccc2Cl)cc1 | 1
C=C(C)C(=O)Nc1cccc(C2=NOC3(C2)C[C@@H](C(N)=O)N(C(=O)c2ccc(Cl)cc2)C3)c1 (some centres not stated) | -59
CN1CCN(C(c2ccc(C(F)(F)F)cc2)c2cc(Cl)c3cccnc3c2O)CC1 (configuration not stated) | 4
Cc1ccc(Cl)cc1NC(=O)COC(=O)c1ccc(COc2ccc3c(C)cc(=O)oc3c2)cc1 | 1
O=C1CCCCC1C(O)c1ccc(Cl)cc1 (configuration not stated) | 0
CC1(C)CC(=O)C(N=Nc2cc(S(=O)(=O)N3CCOCC3)ccc2Cl)=C(O)C1 | 2
O=C(NC1CCCCC1)C(c1ccc(Cl)cc1)N(C(=O)c1ccccn1)c1cccnc1 (configuration not stated) | 2
O=c1c2c(nc3n1CCS3)c1cc(F)ccc1n2Cc1cc(=O)n2cc(Cl)ccc2n1 | 2
Cc1cc(C(=O)CCl)c(C)n1CCc1ccccc1 | -4
CCOC(=O)N1CCN(C(=O)CSc2nnc(-c3ccc(Cl)s3)o2)CC1 | 0
